# ATXN viability: Viability Counterscreen for Primary qHTS for Inhibitors of ATXN expression | AID 651635, 2014 | S2 cells (HEK-293 line with an ATXN2-luciferase reporter) viability, CellTiter-Fluor protease fluorescence, 24 h | Potency, µM (series often up to 56.7 µM), actives largely listed as cytotoxic | 400,000 compounds, 0.49% hits; further: potency means the concentration at half of the fitted maximal effect; nearly all actives have a fitted effect of over 40% in size
# TGFb SMAD3 inh: qHTS for Inhibitors of TGF-b; Potency, µM (doses to about 46.1 µM), inactives show top-dose activity, negative = inhibition, hits mostly inhibitors; 410,000 compounds, 1.2% hits; AID 588855, 2011; HepG2 CAGA-GFP TGF-b/SMAD3 reporter, GFP fluorescence, 18 h; TGF-beta stimulated, 500 pg/mL final; further: potency means the concentration at half of the fitted maximal effect; on the % scale 0 is the no-effect control and ±100 the full control effect; nearly all actives have a fitted effect of over 65% in size
#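 Per well, imaged GFP fluorescence of HEPG2 CAGA-GFP cells gives the signal; cells get compound, then TGF-beta (500 pg/mL final), 18 h at 37 degrees C; %Activity versus -TGF-beta and +DMSO controls.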
# A549 tox: Nrf2 qHTS screen for inhibitors: counterscreen for cytotoxicity | AID 504648, 2011 | A549 ARE-Fluc cells, CellTiter-Fluor viability, 18-24 h | Potency, µM (doses to about 46 µM), inactives show at the top dose activity change, negative = cytotoxicity, most hits filed as inhibitors | 390,000 compounds, 0.16% hits; further: potency means the concentration at half of the fitted maximal effect; on the % scale 0 is the no-effect control and ±100 the full control effect
#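 A549 ARE-Fluc cells in 5% FBS OPTI-MEM, 5000 cells/well, rested 2 h then exposed to compounds in concentration-response for 18-24 h at 37 °C. Viability by CellTiter-Fluor fluorescence (Ex 405/Em 525) after 30 min; luciferase luminescence (BugLite, 15 min, RT) read afterwards.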
# Nrf2 ARE act: qHTS of Nrf2 Activators; AREc32 ARE-luciferase reporter (MCF7-derived line), luminescence, 24 h; Potency, µM (doses to about 46.1 µM), for the others: at the highest dose activation, most hits filed as activators; 410,000 compounds, 0.31% hits; further: potency means the concentration at half of the fitted maximal effect; % of control where 0% means no effect; nearly all actives have a fitted effect of over 65% in size
#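 Luminescent ARE reporter assay in AREc32_Fluc cells: overnight plating at 37 deg C, 24 hr compound incubation, Steady-Glo added, 30 min RT before reading.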
# IL2 activator: qHTS of IL-2 Activators. IL-2 activation reporter assay, cell-based qHTS; stimulated with anti-CD3/CD4/CD28 beads; in transgenic mouse T cells. activation, % (series mostly up to about 46 µM). 360,000 compounds, 0.065% hits. AID 652025, 2013; in the data active means activation above about 50%; inconclusive means mostly about 30% to 49%; further: 0% is about no effect
#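 First, unstimulated transgenic mouse T cells were exposed to compound for 60 min. Next, anti-CD3/anti-CD4-coated beads with anti-CD28 were added. Finally, after 18 h at 37 degrees C, EGFP and DsRed were imaged.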
# HepG2 tox: qHTS for Inhibitors of TGF-b: Cytotox Counterscreen. HepG2 CAGA-GFP viability, ATP luminescence, 18 h. Potency, µM (series often up to 46.1 µM), for inactives: at the top dose activity change, negative = cytotoxicity, most hits filed as cytotoxic. 410,000 compounds, 0.76% hits. AID 588856, 2011; further: potency means the concentration at half of the fitted maximal effect; some results filed as inactive show a strong effect at the top dose
#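 CellTiter-Glo luminescence gave cytotoxicity after 18 hours at 37 degrees C. The cells were HepG2 CAGA-GFP in 1% FBS DMEM, stimulated with 500 pg/mL TGF-beta after compound addition. %Activity was normalised to no-cell wells (complete cell-killing) and DMSO (no toxicity), and curves were fitted and classified.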
# ATXN2 expr inh: Primary qHTS for Inhibitors of ATXN expression. HEK-293 ATXN2-luciferase reporter, luminescence, 24 h. Potency, µM (series often up to 57 µM), for the others: at the highest dose activity change, negative = inhibition, most hits filed as inhibitors. 360,000 compounds, 0.72% hits. AID 1745845, 2022; further: potency means the concentration at half of the fitted maximal effect; on the % scale 0 is the no-effect control and ±100 the full control effect; nearly all actives have a fitted effect of over 55% in size
#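 qHTS (up to 57 uM final) was run with 24 h compound exposure of reporter cells at 37 °C. Each well was multiplexed: SteadyGlo luminescence measured ATXN2-luciferase expression after a fluorogenic Gly-Phe-AFC viability readout (25 uM final).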
# Nrf2 inh: Nrf2 qHTS screen for inhibitors; A549 ARE-Fluc reporter, luciferase luminescence, 18-24 h; Potency, µM (titrated, usually from 46 µM), for inactives: at the top dose activity change, negative = inhibition, hits mostly inhibitors; 360,000 compounds, 2.1% hits; AID 504444, 2011; further: potency means the concentration at half of the fitted maximal effect; on the % scale 0 is the no-effect control and ±100 the full control effect; nearly all actives have a fitted effect of over 60% in size
#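 Quantitative HTS in A549 cells stably bearing an antioxidant response element-firefly luciferase construct. Inhibition of Nrf2-driven transcription was scored by luminescence after 18-24 h of compound exposure at 37 °C.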
# EPAC2 agonist: qHTS for Agonist of cAMP-regulated guanine nucleotide exchange factor 4 (EPAC2): primary screen. 360,000 compounds, 0.079% hits. EPAC2 activation, biochemical qHTS; response scale: 100% = 6.5 mM cAMP response. Potency, µM (titrated, usually from 154 µM), inactives show at the highest dose activation, most hits filed as activators. AID 720711, 2013; further: potency means the concentration at half of the fitted maximal effect; nearly all actives have a fitted effect of over 50% in size
# Target sequence (Q8WZA2 whole entry, looked up): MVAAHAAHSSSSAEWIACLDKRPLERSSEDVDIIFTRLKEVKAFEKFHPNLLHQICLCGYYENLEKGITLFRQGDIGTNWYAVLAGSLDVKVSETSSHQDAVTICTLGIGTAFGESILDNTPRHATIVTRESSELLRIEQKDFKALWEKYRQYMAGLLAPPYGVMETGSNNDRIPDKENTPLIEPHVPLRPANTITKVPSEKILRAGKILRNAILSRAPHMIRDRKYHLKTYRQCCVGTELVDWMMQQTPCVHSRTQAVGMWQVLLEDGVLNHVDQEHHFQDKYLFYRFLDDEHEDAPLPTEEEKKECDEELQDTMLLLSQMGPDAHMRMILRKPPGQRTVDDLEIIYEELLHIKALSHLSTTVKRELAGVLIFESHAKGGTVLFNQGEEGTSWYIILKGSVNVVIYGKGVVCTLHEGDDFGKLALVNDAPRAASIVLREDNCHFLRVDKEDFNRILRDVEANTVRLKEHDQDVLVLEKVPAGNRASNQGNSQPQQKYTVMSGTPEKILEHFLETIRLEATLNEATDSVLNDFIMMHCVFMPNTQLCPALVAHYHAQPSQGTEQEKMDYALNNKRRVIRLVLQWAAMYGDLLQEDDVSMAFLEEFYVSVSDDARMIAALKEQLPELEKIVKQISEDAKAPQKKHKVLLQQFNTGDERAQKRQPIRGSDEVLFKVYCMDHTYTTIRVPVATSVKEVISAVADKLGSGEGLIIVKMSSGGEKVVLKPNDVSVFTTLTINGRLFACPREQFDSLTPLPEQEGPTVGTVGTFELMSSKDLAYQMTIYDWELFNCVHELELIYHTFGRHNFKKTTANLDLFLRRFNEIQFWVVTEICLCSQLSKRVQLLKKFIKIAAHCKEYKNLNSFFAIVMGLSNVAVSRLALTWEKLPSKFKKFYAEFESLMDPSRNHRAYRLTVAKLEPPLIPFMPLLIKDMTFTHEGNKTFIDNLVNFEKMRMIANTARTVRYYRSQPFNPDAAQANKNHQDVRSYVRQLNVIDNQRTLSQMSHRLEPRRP
#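 In this primary screen, activation is scored as increased exchange of BODIPY-GDP from Rap1B by 100 nM EPAC2, with 50 uM GDP as competitor. Signal is normalized to the 6.5 mM cAMP agonist control.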
# Starred values were filed as active, the others as inactive; i = inactive; u = inconclusive; x = no result given; [ ] = another dose, or the depositor's remark. Unless noted, the call rests on the fitted dose curve; in most records, active means well fitted curve in the direction sought with a large enough effect; inconclusive means small, poorly fitted or top-dose-only effect, or another doubt; inactive means no such curve, though single readings can be large; an effect the other way counts as inactive or inconclusive.
SMILES,ATXN viability,TGFb SMAD3 inh,A549 tox,Nrf2 ARE act,IL2 activator,HepG2 tox,ATXN2 expr inh,Nrf2 inh,EPAC2 agonist
COc1ccc(NC(=O)Cn2nnc(C(=O)Nc3ccc(C)c(F)c3)c2N)cc1Cl,x,-20%,3%,4.9%,x,-2%,x,u,x
CCCS(=O)(=O)N1CCC(CCOc2ccccc2)(C(=O)OCC)CC1,i,1%,-3%,0.1%,-5.7,-6%,-17%,u,11%
CC(C)(C)c1cc(=O)n2c(nc3ccccc32)[nH]1,i,-15%,-6%,0.5%,-1.8,-13%,20%,-3%,8%
CCCN1Cc2cccc(C(=O)NCc3ccc(C)cc3)c2C1=O,i,0%,8%,2.0%,-1.8,-1%,-3%,13%,-13%
O=C(CSc1ccc(Cl)cc1)NCc1ccncc1,i,-4%,-1%,-0.3%,1.0,-2%,-11%,-24%,2%
O=C(O)C1=C[C@@H](c2ccc3c(c2)OCO3)C[C@@H](OCc2ccc(CO)cc2)O1,i,-5%,-3%,-0.7%,0.6,0%,6%,1%,12%
Cc1ccc(NS(=O)(=O)c2ccc3c(c2)NC(=O)C(C)C(=O)N3)c(Cl)c1 (stereo not given),i,-4%,-1%,-0.1%,-2.8,-16%,-18%,u,0%
COc1cc(NC(=O)C2CCN(S(=O)(=O)c3cnc[nH]3)CC2)cc(OC)c1OC,i,27%,9%,-0.9%,-0.8,-8%,2%,0%,7%
COc1ccc(-c2coc3c(C(=O)NCCc4ccccc4)cccc23)c(C)c1,u,u,x,-0.5%,-0.5,-2%,u,x,7%
Cc1ccc(S(=O)(=O)N2CCN(C(=O)N3CCOCC3)C2C(C)C)cc1 (stereo not given),i,-6%,x,-0.1%,-1.0,-12%,-9%,12%,-10%
O=C1NC[C@H](Cc2ccc(O)cc2)N(C[C@@H]2CCCN2C[C@H](Cc2ccc(O)cc2)N2C[C@H](Cc3ccccc3)N(CCc3ccccc3)C(=O)C2=O)C1=O,i,x,x,-0.4%,1.1,x,2%,x,-2%
C=CCOC(=O)c1ccccc1C(=O)OCC1CO1 (stereo not given),i,21%,6%,2.0%,0.0,-9%,0%,0%,9%
COc1cccc2sc(N3CCN(C(=O)C4COc5ccccc5O4)CC3)nc12 (stereo not given),i,u,-6%,1.5%,-4.7,-7%,2%,u,21%
Nc1cc(C(=O)OCC(=O)Nc2ccc(N3CCOCC3)cc2)ccc1Cl,i,-2%,1%,0.1%,-0.2,0%,1%,0%,3%
O=C1Cc2cc(S(=O)(=O)Nc3cccc(F)c3)ccc2N1,i,4%,0%,0.4%,0.1,3%,0%,19%,6%
Cc1ccc[n+](C(C)C(=O)Nc2ccc(C)c(C)c2)c1 (stereo not given),i,-5%,0%,0.1%,1.3,-13%,-22%,-10%,17%
COc1ccc(-c2nc3ccccc3c(=O)n2CC(C)C)cc1,i,-2%,-4%,-0.5%,4.1,0%,2%,-31%,5%
Cc1c(C(=O)NCc2ccc3c(c2)OCCO3)sc(=O)n1Cc1ccc(C(=O)N(C)C)cc1,i,-8%,x,0.2%,-0.7,-1%,-6%,x,7%
O=C(Nc1ccc(NC(=O)C2CCCN2C(=O)OCc2ccccc2)cc1)c1ccco1 (stereo not given),i,-2%,6%,-0.6%,0.5,2%,19%,x,-1%
CCN(c1ccccc1)S(=O)(=O)c1ccc(Cl)c(NC(=O)CN2CCN(C)CC2)c1,i,-7%,6%,-0.8%,0.7,-26%,-8%,18%,1%
CC(N)c1csc(Nc2ncccn2)n1 (stereo not given),i,1%,x,0.2%[9.22 µM],0.0,2%,-6%,x,7%
O=C(CN(c1ccc(F)cc1)S(=O)(=O)c1ccc2c(c1)OCCO2)Nc1cccnc1,i,-2%,-1%,0.2%,0.2,2%,2%,x,-8%
CC(C)C(=O)N1CCN(c2nc3ccc(Cl)cc3s2)CC1,u,-17%,2%,3.4%,2.1,-8%,x,u,12%
CC(C)C1CC(=O)NC(SCC(=O)Nc2ccc(Br)cc2)=C1C#N (stereo not given),i,13%,u,3.5%,-4.3,-8%,39%[activator],x,-14%
NC1=NC2OC(CO)C(O)C2O1 (stereo not given),i,-9%,x,-0.7%,2.6,0%,x,x,-3%
O=C(CSc1ccccc1)Nc1ccccc1N1CCOCC1,i,-11%,-7%,-0.4%,0.0,-20%,2%,-16%,11%
CC(C)c1ccc(N(CC(=O)N2CCN(Cc3ccccc3)CC2)S(C)(=O)=O)cc1,i,-11%,6%,-0.2%,-0.4,-1%,u,-1%,8%
CNC(=O)CC1C(=O)N(c2ccc(Cl)cc2)C(=S)N1NC(=O)c1cccc(F)c1 (stereo not given),i,-11%,-1%,6.4%,3.7,-17%,x,1%,7%
O=[N+]([O-])c1cccc(/C=N\N2CCN(c3ccc(Cl)cc3)CC2)c1,i,u,1%,0.1%,-0.4,-6%,u,x,17%
CC(C)C(NC(=O)OCc1ccccc1)C(=O)NCc1ccc(C(=O)O)cc1 (stereo not given),i,-15%,3%,0.2%,-1.0,16%,3%,7%,10%
O=C1C2CCCN2C(c2ccc(F)c(F)c2)N1c1cccc(Cl)c1 (stereo not given),i,0%,-11%,0.0%,-1.3,7%,-1%,u,6%
CCOC(=O)COn1c(=O)c(-c2cc3ccccc3o2)[n+]([O-])c2ccccc21,i,1%,-6%,12%,0.2,-21%,44%[activator],u,-14%
CCC(=O)Nc1cccc(NC(=O)c2ccccc2Cl)c1,i,-1%,3%,1.5%,0.5,-4%,23%,7%,8%
Cc1cccc(NC2=C(NC(=O)c3ccccc3)C(=O)c3ccccc3C2=O)c1,u,u,0%,0.0%,-0.9,-99%,u,1%,3%
COCCN(CCOC)S(=O)(=O)c1ccc(C(=O)NC2CCN(Cc3ccccc3)CC2)cc1,i,-17%,-4%,1.4%,1.0,0%,-13%,u,2%
N#CCc1c(C#N)c(N)nc(N2CCN(S(=O)(=O)c3ccccc3F)CC2)c1C#N,i,2%,0%,0.1%,1.7,-27%,-18%,-8%,2%
O=C1[C@@H]2Cc3c([nH]c4ccccc34)C(c3ccc([N+](=O)[O-])cc3)N2C(=O)CN1C1CC1 (stereo not given in full),i,-7%,-2%,0.2%,2.8,-16%,x,u,9%
O=C(NCCOc1ccccc1Cl)c1ccc2c(c1)S(=O)(=O)c1cc(Cl)ccc1C2=O,i,-17%,-9%,3.5%,-0.6,1%,8%,-6%,5%
Fc1ccc(Sc2cc(Cl)c(-c3ccccc3)nn2)cc1,i,-1%,-1%,3.3%,-0.3,3%,8%,x,4%
COc1ccc(NC(=O)Cn2cnc3sc(C)c(S(=O)(=O)N4CCN(C)CC4)c3c2=O)cc1Cl,i,-13%,4%,-1.0%,x,1%,-3%,16%[9.27 µM],x

# As entered above:
# A549 tox result of CCC(=O)Nc1cccc(NC(=O)c2ccccc2Cl)c1 → 3%
# IL2 activator result of O=C(CSc1ccccc1)Nc1ccccc1N1CCOCC1 → 0.0

# Continued.
SMILES,ATXN viability,TGFb SMAD3 inh,A549 tox,Nrf2 ARE act,IL2 activator,HepG2 tox,ATXN2 expr inh,Nrf2 inh,EPAC2 agonist
Cc1cccc(N2CC(C(=O)Nc3ccc(S(=O)(=O)NCC4CCCO4)cc3)CC2=O)c1C (stereo not given),i,-1%,2%,-0.5%,-0.1,0%,9%,2%,7%
CC1(C)CC2CC(C)(CN2CC(O)c2ccccc2)C1 (stereo not given),i,3%,14%,-0.6%,0.6,-16%,x,-2%,4%
CCOc1ccccc1C(=O)N(Cc1ccco1)C1CCS(=O)(=O)C1 (stereo not given),i,-4%,-16%,-0.8%,-0.3,1%,4%,-7%,-7%
CC(C)(C)CC(=O)N1CCN(Cc2ccc3c(c2)OCO3)CC1,i,-16%,1%,-0.7%,0.2,0%,6%,11%,4%
Cc1ccc(CNC(=O)c2cc(=O)c3ccccc3o2)cc1,i,2%,-5%,23%,-1.4,0%,12%,u,3%
CCCN(C(=O)CCc1nc(-c2ccccc2F)no1)c1ccc(CC)cc1,u,u,0%,5.9%,x,-3%,-23%,-10%,x
CN(CCO)c1ccc(/C=N/Nc2nncc3ccccc23)cc1,i,2%,0%,-1.2%,-2.6,-16%,x,u,5%
O=C1NC[C@H](CCCCN2CCN(CC3CCCCC3)C(=O)C2=O)N(CCC2CCCCC2)C1=O,u,x,x,-0.6%,-0.1,x,8%,x,-1%
O=C(Cc1ccccc1)Nc1nc(-c2cccc([N+](=O)[O-])c2)cs1,i,2%,-1%,-0.2%,0.0,-4%,-5%,4%,1%
Cc1ccc(CN2CCC(CNC(=O)Nc3cccc(C)c3C)C2)cc1 (stereo not given),i,u,-22%,8.6%,x,-29%,-24%,25%,x
Cn1nc(-c2cccnc2)nc2c(=O)n(C)c(=O)nc1-2,x,2.2µM*,6.5µM*,x,x,2.8µM*,x,7.3µM*,x
CCOC(=O)CCCCC(=O)c1[nH]c(=O)[nH]c1Cn1cnc2ccccc21,i,-2%,1%,0.2%,-2.6,-6%,8%,3%,4%

# Screens (PubChem BioAssay)
